Compound activity: PubChem, National Center for Advancing Translational Sciences (NCATS)
WRN helicase inh: qHTS for Inhibitors of WRN Helicase. AID 651768, 2012. WRN helicase unwinding, fluorescent forked duplex, kinetic. hit rate 0.46% among 360,000. Potency, µM (titrated, usually from 114 µM), for the others: at the top dose activity change, negative = inhibition, most hits filed as inhibitors. Bifunctional 3'-5' exonuclease/ATP-dependent helicase WRN (Homo sapiens), Q14191; further: potency means the concentration at half of the fitted maximal effect; on the % scale 0 is the no-effect control and ±100 the full control effect; nearly all actives have a fitted effect of over 55% in size
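Primary qHTS, 1536-well format. 20 nM WRN + compound, 15 min RT; start with 100 nM forked fluorophore/quencher duplex, 2 mM ATP (final); kinetic read ex 525/em 598 nm.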
EPAC2 antag: qHTS for Antagonist of cAMP-regulated guanine nucleotide exchange factor 2 (EPAC2): primary screen; EPAC2 GEF exchange of Rap1B-BODIPY-GDP, fluorescence; Potency, µM (top dose mostly 114 µM), without a hit: at the top dose activity, negative = inhibition, actives largely listed as inhibitors; hit rate 0.18% among 360,000; further: potency means the concentration at half of the fitted maximal effect; on the % scale 0 is the no-effect control and ±100 the full control effect; nearly all actives have a fitted effect of over 45% in size; many of its hits are not listed in these tables
PLK1 PBD inh: qHTS for Inhibitors of PLK1-PDB (polo-like kinase 1 - polo-box domain): Primary Screen | Plk1 PBD binding of FITC phosphopeptide, fluorescence polarization | Potency, µM, for inactives: max response, negative = inhibition, usual class: inhibitors | hit rate 2.8% among 360,000 | AID 720504, 2013; further: potency means the concentration at half of the fitted maximal effect; series mostly up to about 57 µM; on the % scale 0 is the no-effect control and ±100 the full control effect; nearly all actives have a fitted effect of over 65% in size
Target sequence (P53350 whole entry, looked up, the tested form may be a part): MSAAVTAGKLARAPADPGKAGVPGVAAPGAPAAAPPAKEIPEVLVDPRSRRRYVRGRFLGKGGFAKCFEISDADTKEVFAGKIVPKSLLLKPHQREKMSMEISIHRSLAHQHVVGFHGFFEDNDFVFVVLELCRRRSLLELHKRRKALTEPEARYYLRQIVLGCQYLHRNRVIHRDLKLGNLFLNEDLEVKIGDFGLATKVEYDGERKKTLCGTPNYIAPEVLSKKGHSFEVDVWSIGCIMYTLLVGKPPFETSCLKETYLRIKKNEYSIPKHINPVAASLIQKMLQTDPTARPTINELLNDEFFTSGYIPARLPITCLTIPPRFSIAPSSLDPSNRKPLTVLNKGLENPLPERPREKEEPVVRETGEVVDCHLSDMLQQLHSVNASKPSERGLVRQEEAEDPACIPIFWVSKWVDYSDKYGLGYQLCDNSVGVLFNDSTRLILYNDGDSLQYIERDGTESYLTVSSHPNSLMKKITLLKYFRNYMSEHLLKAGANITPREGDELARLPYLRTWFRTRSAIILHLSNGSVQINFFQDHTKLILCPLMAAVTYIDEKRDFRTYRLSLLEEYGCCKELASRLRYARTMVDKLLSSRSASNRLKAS
EPAC1 antagonist: qHTS for Antagonist of cAMP-regulated guanine nucleotide exchange factor 3 (EPAC1): primary screen; EPAC1 GEF assay, Rap1b-BODIPY-GDP exchange fluorescence; Potency, µM (series often up to 115 µM), for the others: at the top dose activity change, negative = inhibition, most hits filed as inhibitors; hit rate 0.14% among 360,000;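 further: potency means the concentration at half of the fitted maximal effect; plate controls were vehicle for no effect and positive control for full effect; nearly all actives have a fitted effect of over 50% in size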
PI5P4Ka inh: qHTS for Inhibitors of phosphatidylinositol 5-phosphate 4-kinase (PI5P4K); PI5P4Kalpha enzyme, ADP-Glo luminescence, 60 min; hits give low values; max response, %; Phosphatidylinositol 5-phosphate 4-kinase type-2 alpha (Homo sapiens), P48426; hit rate 1.2% among 330,000; active means max response of -50% or lower; inconclusive means between -30% and -50%; inactive means -30% or higher; further: value at the top dose of about 77 µM; on the % scale 0 is the no-effect control and ±100 the full control effect
Target sequence (P48426 whole entry, looked up): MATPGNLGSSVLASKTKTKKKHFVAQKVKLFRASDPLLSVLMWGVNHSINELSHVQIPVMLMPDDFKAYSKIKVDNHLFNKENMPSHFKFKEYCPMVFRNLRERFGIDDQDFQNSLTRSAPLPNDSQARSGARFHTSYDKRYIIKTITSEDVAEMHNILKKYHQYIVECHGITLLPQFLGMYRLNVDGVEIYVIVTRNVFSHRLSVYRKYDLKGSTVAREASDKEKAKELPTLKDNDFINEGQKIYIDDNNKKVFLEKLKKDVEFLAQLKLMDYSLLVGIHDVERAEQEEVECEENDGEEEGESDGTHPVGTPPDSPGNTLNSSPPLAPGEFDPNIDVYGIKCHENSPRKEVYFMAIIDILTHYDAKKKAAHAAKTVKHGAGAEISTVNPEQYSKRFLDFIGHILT
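Reactions run in 0.038 M HEPES pH 7.4, 0.28 mM EGTA, 0.1% CHAPS and 5% DMSO, with PI5P4Kalpha, substrate, compound and 5 microM ATP final, one hour at room temperature. Readout is ADP-Glo luminescence.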
EPAC1 ag: qHTS for Agonist of cAMP-regulated guanine nucleotide exchange factor 3 (EPAC1): primary screen | EPAC1 agonist qHTS, biochemical assay; response scale: 100% = response to 6.5 mM cAMP | Potency, µM (series often up to 154 µM), without a hit: at the highest dose activation, hits mostly activators | hit rate 0.073% among 360,000 | Rap guanine nucleotide exchange factor 3 (Homo sapiens), O95398 | AID 720707, 2013; further: potency means the concentration at half of the fitted maximal effect; nearly all actives have a fitted effect of over 60% in size
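Fluorescent GDP-exchange assay: 100 nM EPAC1 with 250 nM Rap1B preloaded with BODIPY-GDP and 50 uM GDP; compounds tested as concentration series, 5 min at room temperature, then read every 5 min for 30 min (ex 480/em 540 nm); normalized to 6.5 mM cAMP.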
CCT modulator: High-Throughput Screening for Modulators of Cytosolic Chaperonin Activity. purified chaperonin ATPase assay, HTRF ADP detection, 30 min. activity change, % (concentration not given with the values), hits read low. hit rate 0.3% among 360,000. AID 651819, 2012; in the data active means activity change below about -30%; further: on the % scale 0 is the no-effect control and ±100 the full control effect
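Nucleotide hydrolysis assay: TRiC at 20–40 nM final (set by batch activity) with 10 uM ATP, 30 min at 37 °C, in presence of 76 uM compound. Detection by competitive ADP HTRF, 30 min ambient.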
MmCpn inh: Inhibitors of TCP-1 ring complex (TRiC) of Methanococcus maripaludis (MmCpn): qHTS; purified Mm-Cpn ATPase, ADP Transcreener TR-FRET; Potency, µM (doses to about 76.9 µM), for inactives: at the highest dose activity, negative = inhibition, actives largely listed as inhibitors; hit rate 0.031% among 330,000; AID 504842, 2011; further: potency means the concentration at half of the fitted maximal effect; on the % scale 0 is the no-effect control and ±100 the full control effect; nearly all actives have a fitted effect of over 80% in size
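ATPase read-out: TR-FRET ADP immunoassay (anti-ADP Eu cryptate vs ADP-d2), ex 320 nm, em 590/665 nm; signal drops as ADP forms. Enzyme 25 nM, ATP 10 uM, 30 min at 37°C after 10 min compound preincubation.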
* hit, by the source's call; ? = inconclusive; nt = not tested or not shown; [ ] = another dose, or the depositor's remark. Unless noted, the call rests on the fitted dose curve; in most records, active means well fitted curve in the direction sought with a large enough effect; inconclusive means small, poorly fitted or top-dose-only effect, or another doubt; inactive means no such curve, though single readings can be large; an effect the other way counts as inactive or inconclusive. This is a subset; the hit share may differ from the screen's.

1: COC(=O)c1ccccc1NC(=O)C1COc2ccccc2O1 (stereo not drawn)
2: Cc1ccc(C(=O)COC(=O)c2cccc([N+](=O)[O-])c2)s1
3: COc1cc(C(N)=O)cc(Br)c1OC
4: Cc1csc(N/N=C/c2ccc([N+](=O)[O-])cc2)n1
5: COc1cc(/C=N/N(C)C)cc(Br)c1O

Assay by compound,1,2,3,4,5
WRN helicase inh,-8%[57.1 µM],-5%,-1%,12%,-9%
EPAC2 antag,-5%,-15%,0%[57.1 µM],11%,4%
PLK1 PBD inh,-1%,-7%,2%,-12%,-10%
EPAC1 antagonist,-6%,-5%,1%,-13%,-8%
PI5P4Ka inh,-7,2,1,0,-3
EPAC1 ag,12%,10%,-3%,-2%,1%
CCT modulator,-2.3,-3.3,-2.5,-1.4,-2.1
MmCpn inh,0%,2%,0%,?,0%

6: CC(=O)N1C[C@H]2CON(C)[C@H]2C[C@H]1c1cccc(-c2ccccc2)c1
7: COc1ccc(OCCCC(=O)Nc2nnc(C3CCCO3)s2)cc1 (stereo not drawn)
8: C=CC[n+]1c(-c2ccc(C)cc2)csc1NNC(=O)Nc1ccccc1
9: CCOC(=O)c1c(C)[nH]c(C)c1C(=O)CSc1nnc(-c2ccncc2)n1Cc1ccccc1
10: COc1ccc(Nc2nc(C)cc(-c3cc(-c4ccccc4)on3)n2)cc1

Assay by compound,6,7,8,9,10
WRN helicase inh,-3%,-7%,-18%,1%,0%
EPAC2 antag,-12%,2%,-13%,3%,-24%
PLK1 PBD inh,-11%,-6%,-1%,-1%,3%
EPAC1 antagonist,3%,-1%,-1%,-10%,-7%
PI5P4Ka inh,-14,-53*,nt,-6,4
EPAC1 ag,6%,1%,19%,1%,8%
CCT modulator,0.1,0.3,-0.2,0.6,0.6
MmCpn inh,nt,1%,0%,2%,nt

Some of the entries so far, with bars between the fields.
no. | Structure | WRN helicase inh | EPAC2 antag | PLK1 PBD inh | EPAC1 antagonist | PI5P4Ka inh | EPAC1 ag | CCT modulator | MmCpn inh
4 | Cc1csc(N/N=C/c2ccc([N+](=O)[O-])cc2)n1 | 12% | 11% | -12% | -13% | 0 | -2% | -1.4 | ?
5 | COc1cc(/C=N/N(C)C)cc(Br)c1O | -9% | 4% | -10% | -8% | -3 | 1% | -2.1 | 0%
6 | CC(=O)N1C[C@H]2CON(C)[C@H]2C[C@H]1c1cccc(-c2ccccc2)c1 | -3% | -12% | -11% | 3% | -14 | 6% | 0.1 | nt
7 | COc1ccc(OCCCC(=O)Nc2nnc(C3CCCO3)s2)cc1 (stereo not drawn) | -7% | 2% | -6% | -1% | -53* | 1% | 0.3 | 1%
8 | C=CC[n+]1c(-c2ccc(C)cc2)csc1NNC(=O)Nc1ccccc1 | -18% | -13% | -1% | -1% | nt | 19% | -0.2 | 0%
9 | CCOC(=O)c1c(C)[nH]c(C)c1C(=O)CSc1nnc(-c2ccncc2)n1Cc1ccccc1 | 1% | 3% | -1% | -10% | -6 | 1% | 0.6 | 2%

Continued:
11: O=C(c1ccc(Cl)cc1)c1nnc(-c2ccncc2)o1
12: CC(NC(=O)COC(=O)/C=C/c1ccco1)c1ccccc1 (stereo not drawn)
13: c1cn(CCCNC2=NCCCCC2)cn1
14: c1ccc(-c2ccc(-n3ccnc3)cc2)cc1
15: CCOC(=O)c1c(C)[nH]c(C)c1C(=O)CN1C(=O)NC(CC(C)C)C1=O (stereo not drawn)

Assay by compound,11,12,13,14,15
WRN helicase inh,1%,-11%,3%,-14%[57.1 µM],-7%[57.1 µM]
EPAC2 antag,5%,6%,4%,2%,-1%
PLK1 PBD inh,0%,0%,4%,-7%,1%
EPAC1 antagonist,11%,-2%,4%,-2%,9%
PI5P4Ka inh,-7,-7,-4,nt,-4
EPAC1 ag,-7%,-6%,-5%,9%,-3%
CCT modulator,-3.3,0.9,-1.2,0.7,1.0
MmCpn inh,-5%,-5%,-1%,0%,0%

16: O=[N+]([O-])c1ccc2cn(C3OC(CO)C(O)C3O)nc2c1 (stereo not drawn)
17: CC(C)(C)c1ccc(-c2nnc(SCC(=O)Nc3sc4c(c3C#N)CCCC4)o2)cc1
18: O=C(Nc1ccnn1C1CCN(Cc2cccc(OCCO)c2)CC1)c1cccc(F)c1
19: COc1ccc(OCC(O)CNC(=O)c2cccs2)cc1 (stereo not drawn)
20: COCCn1c(SCC(=O)Nc2ccc3c(c2)OCCO3)nc2c(c1=O)SC(C)C2 (stereo not drawn)

Assay by compound,16,17,18,19,20
WRN helicase inh,4%,-9%,-20%,-27%,2%
EPAC2 antag,4%,3%,-1%,9%,1%
PLK1 PBD inh,-9%,0%,-2%,-16%,-17%
EPAC1 antagonist,-9%,-6%,4%,-16%,-16%
PI5P4Ka inh,7,9,-1,3,-8
EPAC1 ag,-1%,4%,6%,1%,7%
CCT modulator,0.5,-2.7,1.1,-1.2,-1.7
MmCpn inh,nt,0%,1%,-1%,0%

21: CCCCOc1ccc(C(=O)N/C(=C\c2ccc(OC)cc2)C(=O)OCc2ccco2)cc1
22: CC1(C)Cc2cccc(OCC(=O)O)c2O1
23: CCOC(=O)c1c(NC(=O)Cn2cnc([N+](=O)[O-])n2)sc(C)c1C
24: COc1ccc(C(=O)Oc2cc(/C=N/NS(=O)(=O)c3ccc(C)cc3)ccc2OC)cc1
25: Cc1[nH]c2ccccc2c1C(=O)CN1CCC(C)CC1

Assay by compound,21,22,23,24,25
WRN helicase inh,-2%,9%[57.1 µM],0%,-10%,-4%
EPAC2 antag,-6%,5%,-5%,-1%,4%
PLK1 PBD inh,-6%,-5%,24µM*,-4%,-29%
EPAC1 antagonist,2%,2%,4%,-1%,0%
PI5P4Ka inh,-2,-2,-1,2,0
EPAC1 ag,-2%,3%,-8%,1%,0%
CCT modulator,-5.2,0.1,-0.1,-0.5,-0.8
MmCpn inh,1%,2%,1%,2%,4%

26: CC1CC(C)CN(S(=O)(=O)c2ccc3c(c2)C(C)(C)C(=O)N3C)C1 (stereo not drawn)
27: O=c1c2c([N+](=O)[O-])cc([N+](=O)[O-])cc2sn1-c1ccc(Br)cc1
28: C#Cc1ccc(NC(=O)C2(C)CCN2C(=O)c2cc(C)n(C)n2)cc1 (stereo not drawn)
29: COC(=O)[C@@]1(Cc2ccc(OC)cc2)[C@H]2c3cc(C(=O)N4CCCC4)n(Cc4ccsc4Br)c3C[C@H]2CN1C(=O)c1ccccc1
30: O=S(=O)(c1cccc2ccccc12)N1CCCCC1

Assay by compound,26,27,28,29,30
WRN helicase inh,-6%,79µM*,-4%,-1%,1%
EPAC2 antag,4%,-8%,13%,9%,?
PLK1 PBD inh,-9%,2.7µM*,-6%,-9%,2%
EPAC1 antagonist,7%,-8%,6%,-9%,-3%
PI5P4Ka inh,3,-85*,9,0,4
EPAC1 ag,5%,-5%,12%,-6%,-3%
CCT modulator,0.0,0.2,1.1,-1.5,-0.8
MmCpn inh,0%,-7%,nt,nt,-2%

31: CCCN(CC(=O)Nc1ccccc1C)C(=O)c1ccc(Cl)c(S(=O)(=O)N2CCCC2)c1
32: COc1cccc(NC(=S)NNC(=O)c2c([N+](=O)[O-])c(C)nn2C)c1
33: COc1ccc(C2C(C(=O)Nc3ccccc3)=C(C)Nc3nc(CCCO)nn32)cc1 (stereo not drawn)
34: O=[N+]([O-])c1ccccc1S(=O)(=O)Nc1ccc(-c2ccc3nncn3n2)cc1
35: CC(Sc1nc(N2CCOCC2)c2c(c1C#N)CC(C)(C)OC2)C(=O)O (stereo not drawn)

Assay by compound,31,32,33,34,35
WRN helicase inh,2%,-7%,5%,-36%,-5%
EPAC2 antag,-1%,-3%,1%,25%,-2%
PLK1 PBD inh,-14%,-14%,-6%,-12%,-12%
EPAC1 antagonist,2%,-3%,6%,-2%,-6%
PI5P4Ka inh,4,nt,nt,-16,-6
EPAC1 ag,6%,7%,-2%,-10%,4%
CCT modulator,1.3,1.0,-6.1,3.3,-2.0
MmCpn inh,4%,0%,3%,-2%,-2%

36: O=c1[nH]c2ccccc2c2ccccc12
37: COc1ccc(/C(N)=N/OC(=O)c2cccs2)cc1
38: COc1ccc(/C=N/Nc2ncccc2[N+](=O)[O-])c(OC)c1
39: CN(C)CCNc1ncnc2c1ncn2[C@H]1CN(Cc2cccnc2)C[C@@H](CO)O1
40: O=C(NC(=S)Nc1ccc(F)c([N+](=O)[O-])c1)c1ccccc1F

Assay by compound,36,37,38,39,40
WRN helicase inh,-1%,6%,0%,-6%,?
EPAC2 antag,-4%,-12%,2%,3%,-9%
PLK1 PBD inh,-2%,2%,-5%,-2%,-15%
EPAC1 antagonist,-10%,-5%,14%,0%,-5%
PI5P4Ka inh,-3,-7,-21,4,-28
EPAC1 ag,11%,-1%,-12%,-10%,7%
CCT modulator,-2.2,1.7,0.1,-2.3,0.8
MmCpn inh,-1%,1%,1%,nt,-1%

41: CCOC(=O)[C@H]1[C@H]2COc3ccc(Br)cc3[C@@H]2N2C(=O)CN(Cc3ccco3)C(=O)[C@@]12C
42: O=CN1CCN(C(=O)c2ccc(-c3nc4ccccc4s3)s2)CC1
43: COC(=O)[C@@]12C[C@@H](CC(=O)NCCCN3CCCC3=O)C(=O)N(Cc3ccccc3)C1=CCC(C)(C)C2
44: COc1ccc(C(C#N)(CC(=O)O)c2cnccn2)cc1OC (stereo not drawn)
45: Cc1ccc(C)c(CN2C(=O)C3(OCCCO3)c3ccccc32)c1
46: O=S(=O)(c1ccc(Br)s1)N1CCCCC1

Assay by compound,41,42,43,44,45,46
WRN helicase inh,-8%,-11%,-6%,-9%,-9%,-7%
EPAC2 antag,-15%,-5%,-7%,9%,-2%,10%
PLK1 PBD inh,-2%,-3%,-2%,-4%,-3%,-2%
EPAC1 antagonist,-9%,-14%,-7%,5%,-3%,-7%
PI5P4Ka inh,-6,9,0,0,nt,nt
EPAC1 ag,4%,3%,1%,-6%,8%,9%
CCT modulator,-1.0,-0.7,nt,-1.1,1.2,-1.1
MmCpn inh,-3%,-6%,nt,0%,1%,0%
